TGFb inhibitor: TGF-b pathway inhibition; HepG2 CAGA-GFP TGF-b/SMAD3 reporter, GFP fluorescence, 18 h; TGF-beta stimulated, 500 pg/mL final; AID 588855; 1.2% of 410,000 active; Potency, µM (top dose mostly 46.1 µM), for the others: at the highest dose activity, negative = inhibition, hits mostly inhibitors; also: potency is read from the fitted curve at half-maximal effect; % is scaled to controls: 0 for no effect and ±100 for the full control effect; nearly all actives have a fitted effect of over 65% in size
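HEPG2 CAGA-GFP reporter cells (1000/well, DMEM with 1% FBS) received compounds, then recombinant TGF-beta at 500 pg/mL final for 18 hours at 37 degrees C. Per-cell GFP summed per well was normalised to unstimulated and stimulated DMSO controls before curve fitting.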
HepG2 viability: HepG2 cytotoxicity, counter-screen for TGF-b inhibitors; Potency, µM (doses to about 46.1 µM), for inactives: at the top dose activity change, negative = cytotoxicity, most hits filed as cytotoxic; 0.76% of 410,000 active; HepG2 CAGA-GFP viability, ATP luminescence, 18 h; also: potency is read from the fitted curve at half-maximal effect; some results filed as inactive show a strong effect at the top dose
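CellTiter-Glo luminescence gave cytotoxicity after 18 hours at 37 degrees C. The cells were HepG2 CAGA-GFP in 1% FBS DMEM, stimulated with 500 pg/mL TGF-beta after compound addition. %Activity was normalised to no-cell wells (complete cell-killing) and DMSO (no toxicity), and curves were fitted and classified.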
CCT chaperon mod: modulators of cytosolic chaperonin (CCT/TRiC) activity; purified chaperonin ATPase assay, HTRF ADP detection, 30 min; activity change, % (concentration not given with the values), hits read low; 0.3% of 360,000 active; AID 651819; in the data active = activity change below about -30%; also: % is scaled to controls: 0 for no effect and ±100 for the full control effect
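Enzyme 40 or 20 nM (batch-dependent) in Tris pH 7.4/KCl/MgCl2/DTT; cpd 76 uM single point; ATP 10 uM; 30 min 37 °C; Transcreener ADP HTRF detection, 30 min RT; ratio 665/615.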
Nrf2 activator: activates Nrf2 signaling. AID 624171. AREc32 ARE-luciferase reporter (MCF7-derived line), luminescence, 24 h. Potency, µM (highest dose often 46.1 µM), without a hit: top-dose activation, most hits filed as activators. 0.31% of 410,000 active; also: potency is read from the fitted curve at half-maximal effect; % of control where 0% means no effect; nearly all actives have a fitted effect of over 65% in size
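Steps: seed AREc32_Fluc cells (1000/well, 5% FBS OPTI-MEM); incubate overnight at 37 deg C; add 23 nL compound; incubate 24 hr; add Steady-Glo; hold 30 min RT; read luminescence.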
A549 viability: A549 cytotoxicity, counter-screen for Nrf2 inhibitors; 0.16% of 390,000 active; AID 504648; Potency, µM (doses to about 46 µM), for the others: at the highest dose activity change, negative = cytotoxicity, usual class: inhibitors; A549 ARE-Fluc cells, CellTiter-Fluor viability, 18-24 h; also: potency is read from the fitted curve at half-maximal effect; % is scaled to controls: 0 for no effect and ±100 for the full control effect
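Cytotoxicity counterscreen: CellTiter-Fluor fluorescence was measured in A549 ARE_Fluc cells after 18-24 h of compound exposure in a concentration series. The subsequent BugLite luminescent read reports ARE-luciferase activity.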
Nrf2 inh: inhibitors of Nrf2 signaling; 2.1% of 360,000 active; A549 ARE-Fluc reporter, luciferase luminescence, 18-24 h; Potency, µM (doses to about 46 µM), inactives show at the top dose activity change, negative = inhibition, most hits filed as inhibitors; also: potency is read from the fitted curve at half-maximal effect; % is scaled to controls: 0 for no effect and ±100 for the full control effect; nearly all actives have a fitted effect of over 60% in size
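Nrf2 function is reported as luminescence of an ARE-controlled luciferase in A549 cells. Compounds were tested at several concentrations, and a CellTiter-Fluor read on the same wells flagged cytotoxicity.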
MmCpn inh: inhibitors of Methanococcus maripaludis chaperonin (MmCpn). purified Mm-Cpn ATPase, ADP Transcreener TR-FRET. Potency, µM (top dose mostly 76.9 µM), inactives show at the highest dose activity, negative = inhibition, hits mostly inhibitors. 0.031% of 330,000 active; also: potency is read from the fitted curve at half-maximal effect; % is scaled to controls: 0 for no effect and ±100 for the full control effect; nearly all actives have a fitted effect of over 80% in size
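ATPase turnover read by TR-FRET ADP competition (Eu cryptate antibody/ADP-d2, 665/590 nm): 10uM ATP final, 25nM Mm-CPN final, 30 min 37degC after 10-min compound preincubation, pH 7.4 Tris/KCl/MgCl2/DTT buffer.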
Abeta yeast res: A-beta toxicity reversal in yeast | 0.063% of 410,000 active | yeast expressing A-beta42, growth rescue, OD600, 48 h; response scale: 0% DMSO, 100% iron-clioquinol control | Potency, µM (doses to about 46.1 µM), without a hit: at the top dose growth rescue, usual class: activators | AID 1347071; also: potency is read from the fitted curve at half-maximal effect; nearly all actives have a fitted effect of over 55% in size
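Yeast growth medium received pinned compounds, then yeast cells expressing toxic A-beta were added; plates incubated at 30 C for 48 hr. Growth read as absorbance at 600 nm, normalized to DMSO and equimolar FeCl3 plus clioquinol controls.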
pAkt inh: inhibitors of Akt phosphorylation | Neuro2A IGF-stimulated pAkt S473 HTRF, 20 min; stronger effect = lower value | activity change, % for hits at 50 µM | 0.32% of 360,000 active; in the data active = activity change below about -80%; inconclusive = mostly about -51% to -80%; also: % is scaled to controls: 0 for no effect and ±100 for the full control effect
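Single-point screen (50 µM final compound) in Neuro2A cells stimulated 20 min with 6 nM IGF at 37 deg C. After lysis, Ser473-phosphorylated Akt read by HTRF (ex 330 nm, em 615/665 nm) as the 665/615 ratio.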
The depositor's hits bear a star; i = inactive; ? = inconclusive; . = no result given; & = joins results of further samples. Unless noted, calls follow the shape of the dose curve; as a rule, active = well fitted curve in the direction sought with a large enough effect; inconclusive = small, poorly fitted or top-dose-only effect, or another doubt; inactive = no such curve, though single readings can be large; an effect the other way counts as inactive or inconclusive. The order is random. Share with any hit: about 4.3%.

SMILES,TGFb inhibitor,HepG2 viability,CCT chaperon mod,Nrf2 activator,A549 viability,Nrf2 inh,MmCpn inh,Abeta yeast res,pAkt inh
CCOc1nc(-c2ccccc2Cl)nc2ccccc12,-6%,-47%,2.1,0.2%,11%,21%,-4%,-19%,i
CC(OC(=O)C1CC1)C(=O)Nc1ccc([N+](=O)[O-])cc1Cl (centres undefined),5%,-1%,-4.1,0.2%,1%,-10%,1%,4%,i
O=C(CSc1nnnn1-c1ccccc1)Nc1ccccc1,0%,-9%,-30,3.9%,4%,-13%,1%,-12%,i
CCOC(=O)C1=C(C)NC(=O)NC1c1ccco1 (centres undefined),-17%,-42%,-0.4,-0.6%,2%,-4%,1%,2%,i
CCCCSc1nnc2n(CCc3ccccc3)c(=O)c3c4c(sc3n12)COC(C)(C)C4,1%,-2%,2.8,-0.8%,3%,10%,0%,-5%,i
CC1CCC(NC(=O)CCNS(=O)(=O)c2ccc3c(c2)CCC(=O)N3)CC1 (centres undefined),-5%,-49%,-1.9,0.2%,10%,-8%,2%,-19%,i
COc1ccc(CCNc2ccncn2)cc1,-14%,1%,1.5,3.1%,.,?,0%,26%,i
Cc1cccc(CC(=O)N2CCCC2)c1,1%,0%,0.4,0.0%,1%,0%,-1%,-7%,i
Cc1ccccc1NC(=O)N1c2ccccc2CC1C (centres undefined),-24%,-7%,-0.5,0.1%,7%,6%,3%,10%,i
O=C1C=C(c2ccccc2)CCC1,1%,-5%,1.3,0.4%,5%,7%,-5%,2%,i
Cc1ccc(S(=O)(=O)N/N=C/c2ccc(C(=O)O)cc2)cc1,10%,-4%,-1.1,0.0%,-9%,9%,1%,-8%,i
COC(=O)CCC(=O)OC1(C)C(=O)C2=CN(C3CCCC3)C(c3ccc(OC)cc3)=CC2=C(Br)C1=O (centres undefined),-20%,-2%,1.0,-0.3%,-9%,14%,-3%,9%,i
O=C1CN(C(=O)COC(=O)CCSc2ccccc2Cl)c2ccccc2N1,1%,9%,-5.1,0.0%,-3%,5%,3%,-1%,i
Cc1cc(C)c(CN2CCC(n3nccc3NC(=O)CCOc3ccccc3)CC2)cc1C,-13%,-23%,-3.3,2.4%,5%,9%,-2%,9%,i
CC(NC(=O)COC(=O)C1CCN(S(=O)(=O)c2ccccc2C(F)(F)F)CC1)c1ccccc1 (centres undefined),2%,-2%,0.4,-0.6%,-4%,0%,0%,1%,i
CCOCCCNC(=O)C(NC(=O)c1ccccc1O)c1ccc(C)cc1 (centres undefined),8%,-6%,-2.3,0.5%,-3%,-6%,3%,7%,i
COc1ccc(C(=O)Nc2cc([N+](=O)[O-])ccc2N2CCCC2)cc1,0%,-1%,3.2,-0.2%,-18%,-16%,1%,1%,i
CNC(=O)c1cccc(NC(=O)C(C)c2ccc3cc(OC)ccc3c2)c1 (centres undefined),-3%,-6%,-0.9,4.6%,0%,-11%,-1%,-7%,i
Cc1ccc2nc(NC(=O)CNS(=O)(=O)c3ccc(Br)s3)sc2c1,-7%,-34%,-8.8,0.1%,0%,?,0%,13%,i
Cc1ccc(C)c(N2CCN(S(=O)(=O)c3ccc(C(=O)N(C)C)s3)CC2)c1,-38%,-18%,.,0.0%,-3%,.,.,2%,.
Cc1ccc2c(=O)cc(C(=O)Nc3ccc(S(=O)(=O)N(C)Cc4ccccc4)cc3)oc2c1,1%,-2%,.,0.1%,-8%,-5%,.,-17%,.
Cc1ccccc1Cn1cc(NC(=O)c2cc(-c3ccc(Cl)cc3)on2)cn1,?,15%,.,-0.1%,0%,9%,.,-13%,.
CCOc1ccc(/C=N/NC(=O)CN2CCSCC2)cc1,-1%,10%,1.2,1.3%,1%,7%,1%,19%,i
COc1ccc(C(=O)/C=C(/C)N(C)C)cc1,2%,-38%,-1.6,0.5%,17%,.,-3%,-3%,i
O=C(/C=C/Nc1ccc(S(=O)(=O)Nc2ncccn2)cc1)c1cccs1,29%,23%,0.6,2.1%,-8%,7%,0%,-14%,i

Two records picked at random from the list so far, as already listed:
SMILES,TGFb inhibitor,HepG2 viability,CCT chaperon mod,Nrf2 activator,A549 viability,Nrf2 inh,MmCpn inh,Abeta yeast res,pAkt inh
COc1ccc(CCNc2ccncn2)cc1,-14%,1%,1.5,3.1%,.,?,0%,26%,i
CCOc1nc(-c2ccccc2Cl)nc2ccccc12,-6%,-47%,2.1,0.2%,11%,21%,-4%,-19%,i

2 neighbouring entries already listed:
SMILES,TGFb inhibitor,HepG2 viability,CCT chaperon mod,Nrf2 activator,A549 viability,Nrf2 inh,MmCpn inh,Abeta yeast res,pAkt inh
COc1ccc(C(=O)/C=C(/C)N(C)C)cc1,2%,-38%,-1.6,0.5%,17%,.,-3%,-3%,i
O=C(/C=C/Nc1ccc(S(=O)(=O)Nc2ncccn2)cc1)c1cccs1,29%,23%,0.6,2.1%,-8%,7%,0%,-14%,i

Going on with the list.
SMILES,TGFb inhibitor,HepG2 viability,CCT chaperon mod,Nrf2 activator,A549 viability,Nrf2 inh,MmCpn inh,Abeta yeast res,pAkt inh
CC(=O)N1CCc2c(sc3c2c(=O)n(-c2ccccc2)c(=O)n3CC(=O)c2ccc(F)cc2)C1,?,-15%,.,-1.4%,1%,-3%,.,-11%,.
O=C(Nc1cccc(-c2cn3cccnc3n2)c1)c1ccc2c(c1)OCO2,16%,-15%,-3.1,2.4%,-3%,.,-3%,6%,i
Cc1cccc(C(=O)OCC(=O)NCC2CCCO2)c1O (centres undefined),1%,3%,-1.0,0.1%,-1%,9%,-1%,26%,i
Cc1ccc(-n2ncc3c(NCCCN4CCOCC4)ncnc32)c(C)c1,-13%,-14%,1.1,6.2%,20%,0%,1%,-24%,i
O=C1N=C(c2ccccc2)C(c2ccccc2)N1 (centres undefined),3%,-17%,1.3,2.0%,-4%,-5%,-3%,0%,i
CCOc1ccc(CCNC(=O)c2cc3c(C)nccc3[nH]c2=O)cc1OCC,-13%,-2%,-2.2,-0.2%,0%,?,1%,24%,i
Cn1c(=O)oc2cc(S(=O)(=O)CCC(=O)Nc3ccccc3)ccc21,14%,11%,-2.0,-0.1%,1%,-8%,2%,3%,i
O=C(O)c1ccc(CNCc2ccccc2Cl)cc1,-8%,21%,-0.6,-0.7%,-13%,.,-1%,-4%,i
CC(=O)Nc1cccc([N+](=O)[O-])c1,-2%,4%,-0.1,9.5%,6%,7%,-1%,0%,i
Cc1cc2nc(-c3ccc(NC(=O)c4cccnc4)cc3)oc2cc1C,-1%,11%,-0.4,4.2%,-14%,-15%,-16%,-4%,i
CC(C)CC1(C)NC(=O)N(CC(=O)Nc2ccc3c(c2)OCCO3)C1=O (centres undefined),8%,3%,1.4,0.5%,-1%,-24%,-1%,1%,i
C=CCNC(=O)c1onc(CSc2cc(C)cc(C)c2)c1C(=O)O,-3%,-14%,-0.1,-0.9%,9%,?,1%,0%,i
CCn1nc(C(=O)NC2=NCCS2)c2ccccc2c1=O,-17%,-23%,-2.1,3.3%,-4%,8%,0%,10%,i
CCCCC(C(=O)NC1CCCC1)N(C(=O)c1snc(C(N)=O)c1N)c1ccc(F)cc1 (centres undefined),5%,0%,-1.5,-0.4%,-9%,-12%,3%,7%,i
O=C(C1CCCCN1S(=O)(=O)c1ccc(F)cc1)N1CCN(c2ccccc2F)CC1 (centres undefined),0%,-21%,-2.0,-0.5%,6%,-7%,-4%,6%,i
Cc1cc(C)cc(NC(=O)C(=O)NCC2CCCO2)c1 (centres undefined),-8%,-8%,-1.4,3.4%,10%,?,-8%,11%,i
Cc1c(NC(=O)c2ccc(C(C)(C)C)cc2)cccc1[N+](=O)[O-],-1%,-8%,-0.4,2.9%,-21%,1%,-1%,-13%,i
COc1cccc(NC(=O)C2CCC(CNS(=O)(=O)c3ccc4c(c3)CC(C)N4C(C)=O)CC2)c1 (centres undefined),-25%&0%,-28%&-35%,0.6,6.3%&7.3%,0%&-1%,21µM*,0%,19%&0%,i
CCN(CC)C(=O)NC1CC2CCCC(C1)N2Cc1ccccc1 (centres undefined),2%,-28%,-1.9,-0.7%,-2%,2%,0%,8%,i
CC(C)OC(=O)/C(C#N)=C/c1ccc(-c2ccc(Cl)c(Cl)c2)o1,-19%,-20%,.,1.1%,7%,11%,.,-2%,.
O=C(c1ccc2c(c1)OCO2)C1CCCN(Cc2ccc3nsnc3c2)C1 (centres undefined),-7%,-12%,-1.4,-0.7%,-2%,-1%,-16%,10%,i
COc1ccc(-c2[nH]ncc2CNC(C)CCn2cccn2)c(F)c1 (centres undefined),-26%,-12%,-5.0,-0.1%,1%,1%,2%,-9%,i
Cc1ccc(F)c(S(=O)(=O)NC(=O)C2(C)CCN2C(=O)Cc2ccc(-c3ccccc3)cc2)c1 (centres undefined),1%,0%,-0.8,-0.5%,.,.,.,-2%,i
COc1ccc(N(CC(=O)NCc2ccco2)C(=O)CCC(=O)Nc2nccs2)c(OC)c1,2%,-3%,-1.1,0.4%,5%,-7%,-1%,-3%,i
